p97 ATPase inh – inhibitors of human p97 ATPase | P55072 | recombinant p97 ATPase, Kinase-Glo ATP luminescence, 3 h | inhibition, % at 8 µM | 220,000 tested, 0.42% active | AID 1481; in the data active means inhibition above about 15%;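 further: 0% = DMSO vehicle and 100% = wells lacking enzyme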
KCC2 mod – KCC2 (human) Cl- transport modulation; 190,000 tested, 2.2% active; B-score of Tl+ flux slope (higher = more flux/activation; lower = inhibition) at 10 µM; KCC2 cells, thallium flux FluoZin-2 fluorescence; Q9H2X9;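 active means thallium flux slope and its plate-corrected score both differing from the plate sample mean at a set confidence after two filtering rounds, in either direction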;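 further: slope of fluorescence scaled to starting intensity during 10 to 20 s after thallium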
hK5 inh – kallikrein 5 (human) inhibition; 210,000 tested, 0.59% active; AID 873; recombinant hK5, fluorogenic AMC substrate cleavage; Q9Y337; inhibition, % at 5 µM;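 active means inhibition of 40% or more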;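 further: 0% = enzyme controls without compound and 100% = no-enzyme blanks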
Target sequence (Q9Y337 67-293 limits assumed): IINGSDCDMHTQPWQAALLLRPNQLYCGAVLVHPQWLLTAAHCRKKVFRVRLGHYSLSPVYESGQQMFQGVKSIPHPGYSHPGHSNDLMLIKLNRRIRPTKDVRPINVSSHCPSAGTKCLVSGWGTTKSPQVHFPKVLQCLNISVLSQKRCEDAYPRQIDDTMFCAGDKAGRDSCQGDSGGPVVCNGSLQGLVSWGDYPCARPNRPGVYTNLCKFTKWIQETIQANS
PERK inhibitor – human PERK inhibition, primary cell-based screen; Q9NZJ5; CHO PERK-DD fusion, SEAP luminescence translation reporter; inhibition, % at 5.6 µM; 220,000 tested, 0.17% active;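 active means inhibition above the mean inhibition of all tested compounds plus 3 SD, set separately per screening campaign, cut at about 2.9% in these data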;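 further: PERK kinase domain activated by AP20187 dimerizer at 100 nM; 0% = DMSO with dimerizer and 100% = rapamycin at 8.4 µM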
FXIIa inh – inhibitors of human coagulation factor XIIa; P00748; purified FXIIa, Boc-QGR-AMC fluorogenic substrate, 2 h; inhibition, % at 5 µM; 220,000 tested, 0.3% active; AID 800; in the data active means inhibition above about 40%;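 further: 0% = enzyme with no compound and 100% = blank without enzyme; many of its hits are not listed in these tables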
Wee1 stabilizer – inhibitors of human Wee1 degradation | P30291 | HeLa Luc-Wee1K328M stability, luciferase luminescence; 100% = proteasome inhibitor MG132 effect | reporter increase, % at 5 µM | 220,000 tested, 1.2% active;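 active means activation above the mean of all tested compounds plus 3 SD, set per screening run, cut at about 8.8% in these data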;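 further: cells exposed to compound for 20 h before luminescence read; 0% = DMSO alone and 100% = MG132 at 30 µM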
thrombin 1536 – thrombin (human) inhibition | P00734 | alpha-thrombin, Boc-VPR-AMC fluorogenic substrate cleavage | inhibition, % at 5 µM | 220,000 tested, 0.26% active | AID 1046;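 active means inhibition at or above 40%; inactive means inhibition below 40%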;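 further: 0% = enzyme with no compound and 100% = wells without enzyme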
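Material: human alpha-thrombin protein; Also added: Boc-VPR-AMC substrate, 15 µM final; Timing: enzyme reaction carried out at room temperature; Signal: fluorescence, ex 355 nm, em 460 nm; Measure: % inhibition of thrombin; Controls: enzyme without compound as high, wells lacking enzyme as low.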
Furin inh – blocks human furin protease activity | inhibition, % at 30 µM | 220,000 tested, 0.061% active | AID 463115 | purified furin, fluorogenic substrate cleavage | P09958; in the data active means inhibition above about 25%; further: inactives centre near -15
Target sequence (P09958 108-714 limits assumed): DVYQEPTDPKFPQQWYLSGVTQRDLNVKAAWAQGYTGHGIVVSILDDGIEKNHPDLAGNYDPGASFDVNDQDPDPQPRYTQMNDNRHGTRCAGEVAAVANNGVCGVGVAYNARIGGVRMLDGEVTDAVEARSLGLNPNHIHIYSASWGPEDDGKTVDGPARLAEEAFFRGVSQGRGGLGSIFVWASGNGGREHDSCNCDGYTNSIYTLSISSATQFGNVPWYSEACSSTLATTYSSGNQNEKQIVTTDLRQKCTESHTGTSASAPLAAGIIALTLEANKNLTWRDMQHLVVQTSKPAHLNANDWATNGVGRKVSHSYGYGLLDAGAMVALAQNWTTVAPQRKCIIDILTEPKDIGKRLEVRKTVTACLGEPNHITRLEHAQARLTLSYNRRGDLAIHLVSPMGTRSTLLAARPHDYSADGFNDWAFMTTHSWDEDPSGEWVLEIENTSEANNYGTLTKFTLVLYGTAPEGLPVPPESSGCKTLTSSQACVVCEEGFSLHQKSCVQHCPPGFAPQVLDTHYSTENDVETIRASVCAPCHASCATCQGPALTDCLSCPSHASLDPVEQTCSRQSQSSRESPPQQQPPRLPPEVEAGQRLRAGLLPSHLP
FXIa inh – blocks human coagulation factor XIa protease activity. purified FXIa, Boc-Glu-Ala-Arg-AMC fluorogenic substrate. AID 798. 220,000 tested, 0.14% active. P03951. inhibition, % at 5 µM;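 active means inhibition of at least 40%; inactive means inhibition below 40%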;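 further: fluorescence of freed AMC excited at 355 nm; 0% = enzyme without compound and 100% = no enzyme blank; many of its hits are not listed in these tables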
Active calls of the source: *; i = inactive; · = not tested or not shown; [ ] = dose if it differs, or a comment.

A first look (2 entries):
SMILES	p97 ATPase inh	KCC2 mod	hK5 inh	PERK inhibitor	FXIIa inh	Wee1 stabilizer	thrombin 1536	Furin inh	FXIa inh
NS(=O)(=O)c1ccc(NCC2COc3ccccc3O2)c([N+](=O)[O-])c1 (stereo unspecified)	0	-0.43	11	-0.2	7	2	6	1	-5
COc1ccc2[nH]c(=O)c(CN(CC3CCCO3)C(=S)Nc3ccccc3)cc2c1 (stereo unspecified)	5	-0.52	-5	0.7	1	2	-4	-22	-4

All compounds of this part, repeating the preview:
SMILES	p97 ATPase inh	KCC2 mod	hK5 inh	PERK inhibitor	FXIIa inh	Wee1 stabilizer	thrombin 1536	Furin inh	FXIa inh
NS(=O)(=O)c1ccc(NCC2COc3ccccc3O2)c([N+](=O)[O-])c1 (stereo unspecified)	0	-0.43	11	-0.2	7	2	6	1	-5
COc1ccc2[nH]c(=O)c(CN(CC3CCCO3)C(=S)Nc3ccccc3)cc2c1 (stereo unspecified)	5	-0.52	-5	0.7	1	2	-4	-22	-4
O=C(O)/C=C/C(=O)Nc1ccccc1-c1ccccc1NC(=O)/C=C/C(=O)O	5	0.92	-17	1.5	4	-2	-3	-28	2
CCn1nnnc1SCC(=O)Nc1nc(C)c(C)s1	2	0.33	-4	-0.4	5	1	-1	-13[20 µM]	-4
O=C(c1ccco1)c1nc2c(n1O)CCCCC2	-2	0.33	-8	-0.2	9	2	4	3[20 µM]	2
Cc1c(/C(O)=C2/C(=O)C(=O)N(CCN(C)C)C2c2ccc(C(C)C)cc2)cnn1-c1ccccc1 (stereo unspecified)	5	0.16	3	1.1	9	-3	-1	-23	4
Cn1ncc(N)c1C(=O)Nc1cccc(C(F)(F)F)c1	5	-0.18	2	0.2	2	1	-3	-6	-5
Cc1nc2c(-c3ccc(F)cc3)c(C)nn2c(C)c1CCC(=O)NCc1ccco1	-9	0.028	0	-0.2	5	-3	-2	-14	-3
CCOC(=O)c1ccc(N2CCN(C(C)=O)CC2)c(NC(=O)c2cccnc2)c1	0	·	6	0.1	6	-2	1	-28	-5
CC(=O)c1ccc(NC(=O)c2c(C)nn(-c3ccccc3)c2Cl)cc1	-2	-1.1	-4	-1.1	7	4	-4	-17	-2
Cc1ccccc1NC(=S)N(Cc1ccccc1)Cc1cccnc1	5	-0.26	4	-0.5	10	2	1	-17	0
Cc1nnc(SCC(=O)N2CCN(Cc3ccccc3)CC2)s1	5	-1.5	-11	0.4	0	-2	-3	-15[20 µM]	4
Cc1nn(C)c(C)c1CN(C)C(=O)c1cc2n(n1)C(C(F)(F)F)CC(c1cccs1)N2 (stereo unspecified)	4	-0.77	-1	1.8	18	-2	3	-21	5
Cc1cccc(N2CCN(S(=O)(=O)c3ccc(S(=O)(=O)N4CCCC4)cc3)CC2)c1C	4	-0.61	-5	1.1	16	1	7	-19[20 µM]	4
Fc1ccc(C(CNC(=S)NC2CCCCC2)N2CCOCC2)cc1 (stereo unspecified)	1	-0.1	-2	0.1	8	-2	-10	-10	0
COc1ccc(CC(=O)NC(C)c2nnc(SCC(=O)Nc3ccccc3F)n2C)cc1 (stereo unspecified)	-1	0.18	-8	-0.2	3	3	-5	-10	-4
Cc1ccc(-c2nc3ccccc3o2)cc1NC(=S)NC(=O)c1cccs1	-4	2.1	-2	1.0	-3	0	-8	2[20 µM]	-9
CC(C)C(NS(=O)(=O)c1cccs1)C(=O)N(C)Cc1ccccc1 (stereo unspecified)	0	-1.6	-10	-0.5	10	-1	-2	-28[20 µM]	8
Cc1nnc(C)n1N	6	-0.49	9	1.2	1	3	-2	-24	-2
COc1ccc(N(C(=O)Cn2nnc3ccccc32)C(C(=O)NC(C)(C)C)c2ccc(OC)c(O)c2)cc1 (stereo unspecified)	1	0.9	3	0.1	13	-1	-2	-24	-1
NC(=O)C1CCN(c2ccc([N+](=O)[O-])cc2Cl)CC1	8	-0.043	-2	2.3	2	-3	-6	-11	-3
CC(=O)Nc1ccc2c(c1)N(C(C)=O)c1ccccc1CC2	-5	0.85	11	0.3	9	0	-10	-1	4
CC1CCCN(Cc2nc(Cc3ccccc3Cl)no2)C1 (stereo unspecified)	1	·	·	0.6	6	7	-3	-15	-2
COc1ccccc1CN1C[C@@H]2C[C@@H](C3=Cc4cccc(OC)c4OC3)N3CCC[C@@]23C1=O	-2	·	·	-0.4	5	-2	-2	-25	-1
CCCCN(CC)C(=S)Nc1ccc2nc3n(c(=O)c2c1)CCCCC3	5	-0.32	-21	-0.9	-5	0	-13	4	-6
N#Cc1ccc(OCC(=O)N2CCN(S(=O)(=O)c3cccs3)CC2)cc1	2	0.26	-12	0.3	6	0	-6	-22	-7
CCOCCSc1nc2c(c(-c3cccs3)c1C#N)CC/C2=C/c1cccs1	9	i	9	-0.1	9	-2	-3	-4	6
NC(=O)C(CC(=O)O)NC(=O)[C@@H]1CCOc2c(I)cc([N+](=O)[O-])cc2C(=O)N[C@@H](CCC(=O)O)C(=O)N[C@@H](CO)C(=O)N1 (stereo partly specified)	3	-0.98	-10	1.5	13	8.8*	1	-16	5
C(=C1/CCCC2=C1Nc1ncnn1C2c1ccccc1)/c1ccccc1 (stereo unspecified)	3	-0.62	-32	-0.1	11	0	0	-15[20 µM]	4
COc1cccc(-c2nc3ccccc3s2)c1	-9	0.075	-1	-0.5	12	3	-2	-10[20 µM]	4
COc1ccc(OC)c(S(=O)(=O)Nc2ccccc2F)c1	1	1.8	-2	-0.5	15	-3	-5	-1[20 µM]	16
CC(C)OC(=O)CSc1nnc(Cc2ccccc2)n1Cc1ccco1	-5	-1.2	-9	-0.2	-8	0	-7	-23[20 µM]	-3
COc1ccc(CN2CCCC(C(=O)c3ccc(Cl)cc3)C2)cc1Cn1cncn1 (stereo unspecified)	0	-0.5	6	-1.4	7	0	-4	-23	2
CCCSc1nc2c(c(=O)n1CC)SC(C)C2 (stereo unspecified)	0	-0.83	-14	0.6	10	-3	-5	-19	2
COC(=O)CN(CCc1ccccc1)S(=O)(=O)c1ccc(OC)c(OC)c1	6	0.48	-2	0.1	9	-3	2	-20[20 µM]	7
COc1ccc(Cl)c(NCCC(=O)O)c1	-2	·	0	0.1	16	0	-3	-8[20 µM]	2
Cc1noc(C)c1COc1ccc(CC(=O)NC2CCCCCC2)cc1	4	-0.045	1	1.5	7	-3	-4	-16	0
CCCCCCCCCn1cc(C(C)=O)c(=O)[nH]c1=O	-3	-0.25	-29	0.6	4	-1	-4	-12[20 µM]	-6
CC(=C/C(=O)O)/C(=C\c1ccc(Br)o1)C(=O)O	2	1.4	-4	0.9	3	-2	-9	-4	-4
NS(=O)(=O)c1ccc(Nc2nc(-c3ccc(O)cc3O)cs2)cc1	27*	-1.5	10	0.0	12	-1	1	-6[20 µM]	6
COc1ccc(-n2c(N)c(C(=O)NCc3ccco3)c3nc4ccccc4nc32)c(OC)c1	1	-0.23	-5	-0.3	-2	-1	-3	-22[20 µM]	-6
O=C(O)c1csc(Br)c1Br	10	·	-18	2.3	5	-1	-11	-20	-6
O=C(NC(Cc1ccccc1)C(=O)O)/C(=C/c1ccccc1)NC(=O)c1ccccc1 (stereo unspecified)	2	0.031	-4	1.1	6	1	-8	-20	-1
O=C(CSc1ncnc2nc[nH]c12)c1ccc2ccccc2c1	3	-1.8	-9	0.5	7	1	2	-23[20 µM]	-3
O=C(c1ccccc1)c1nn(-c2ccccc2)c2nnc(Cc3ccccc3)c(=O)n12	-6	-0.23	7	-1.0	16	3	-1	13[20 µM]	9
O=c1c2sccc2n(Cc2cc(=O)n3ccccc3n2)c(=O)n1-c1ccccc1	3	-1.3	-22	-0.3	11	1	3	-7	10
CCOC(=O)N1CCN(C(=O)c2cccc(-n3c(=S)[nH]c4cc(Cl)ccc4c3=O)c2)CC1	-8	·	-11	1.0	20	-3	3	-13	8
COc1cccc(OC)c1C(=O)Nc1ccc([N+](=O)[O-])cn1	2	1.1	-7	0.8	4	-5	-4	-18	3
COCCNC(=O)C(=O)c1cc(C)n(-c2ccc([N+](=O)[O-])cc2)c1C	-2	·	-3	0.6	14	-2	1	-11[20 µM]	0
CCCOc1ccc(CC(=O)NCC2(c3ccccc3)CCOCC2)cc1OC	-1	-0.014	3	-0.2	4	0	0	-15[20 µM]	-1
O=C(CSc1nnc2ccccn12)NNC(=O)c1ccc(F)cc1	-1	-0.013	3	0.6	6	2	-6	-13	-1

16 compounds from above, sorted by formula weight, low to high:
SMILES	p97 ATPase inh	KCC2 mod	hK5 inh	PERK inhibitor	FXIIa inh	Wee1 stabilizer	thrombin 1536	Furin inh	FXIa inh
O=C(c1ccco1)c1nc2c(n1O)CCCCC2	-2	0.33	-8	-0.2	9	2	4	3[20 µM]	2
Cn1ncc(N)c1C(=O)Nc1cccc(C(F)(F)F)c1	5	-0.18	2	0.2	2	1	-3	-6	-5
CC(=O)Nc1ccc2c(c1)N(C(C)=O)c1ccccc1CC2	-5	0.85	11	0.3	9	0	-10	-1	4
CC(=C/C(=O)O)/C(=C\c1ccc(Br)o1)C(=O)O	2	1.4	-4	0.9	3	-2	-9	-4	-4
COc1cccc(OC)c1C(=O)Nc1ccc([N+](=O)[O-])cn1	2	1.1	-7	0.8	4	-5	-4	-18	3
O=C(CSc1ncnc2nc[nH]c12)c1ccc2ccccc2c1	3	-1.8	-9	0.5	7	1	2	-23[20 µM]	-3
C(=C1/CCCC2=C1Nc1ncnn1C2c1ccccc1)/c1ccccc1 (stereo unspecified)	3	-0.62	-32	-0.1	11	0	0	-15[20 µM]	4
Cc1ccccc1NC(=S)N(Cc1ccccc1)Cc1cccnc1	5	-0.26	4	-0.5	10	2	1	-17	0
CC(=O)c1ccc(NC(=O)c2c(C)nn(-c3ccccc3)c2Cl)cc1	-2	-1.1	-4	-1.1	7	4	-4	-17	-2
CC(C)OC(=O)CSc1nnc(Cc2ccccc2)n1Cc1ccco1	-5	-1.2	-9	-0.2	-8	0	-7	-23[20 µM]	-3
Cc1ccc(-c2nc3ccccc3o2)cc1NC(=S)NC(=O)c1cccs1	-4	2.1	-2	1.0	-3	0	-8	2[20 µM]	-9
O=c1c2sccc2n(Cc2cc(=O)n3ccccc3n2)c(=O)n1-c1ccccc1	3	-1.3	-22	-0.3	11	1	3	-7	10
COc1ccc2[nH]c(=O)c(CN(CC3CCCO3)C(=S)Nc3ccccc3)cc2c1 (stereo unspecified)	5	-0.52	-5	0.7	1	2	-4	-22	-4
CCOCCSc1nc2c(c(-c3cccs3)c1C#N)CC/C2=C/c1cccs1	9	i	9	-0.1	9	-2	-3	-4	6
COc1ccccc1CN1C[C@@H]2C[C@@H](C3=Cc4cccc(OC)c4OC3)N3CCC[C@@]23C1=O	-2	·	·	-0.4	5	-2	-2	-25	-1
Cc1cccc(N2CCN(S(=O)(=O)c3ccc(S(=O)(=O)N4CCCC4)cc3)CC2)c1C	4	-0.61	-5	1.1	16	1	7	-19[20 µM]	4

Screens: PubChem BioAssay, several laboratories
